Bioassay records (PubChem BioAssay)
NTR1 ag – agonists of NTR1, primary screen, imaging, U2OS cells, beta-arrestin-GFP, high content (AID 493036); actives 0.17% (n = 330,000); NTR1-U2OS beta-arrestin-GFP spot imaging, agonist mode; P30989; activation, % at 20 µM;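 active = activation at or above 40% of the spot to cytoplasm intensity ratio, with at least 20 cells analyzed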;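 also: 0% = DMSO without peptide and 100% = 100 nM NTR1 peptide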
Target sequence (P30989 whole entry, looked up): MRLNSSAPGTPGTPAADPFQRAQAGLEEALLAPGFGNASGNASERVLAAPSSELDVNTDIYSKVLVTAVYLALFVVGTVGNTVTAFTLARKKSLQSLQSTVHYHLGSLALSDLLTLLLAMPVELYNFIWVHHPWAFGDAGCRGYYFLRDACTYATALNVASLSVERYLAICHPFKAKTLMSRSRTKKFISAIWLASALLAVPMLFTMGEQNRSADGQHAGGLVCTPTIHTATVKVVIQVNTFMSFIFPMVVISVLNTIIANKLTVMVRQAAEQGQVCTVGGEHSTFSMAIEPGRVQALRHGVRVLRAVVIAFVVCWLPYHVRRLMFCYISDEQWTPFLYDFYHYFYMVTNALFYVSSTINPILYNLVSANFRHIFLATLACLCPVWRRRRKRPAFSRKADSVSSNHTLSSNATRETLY
NOD2 inhibition – NOD2 signaling inhibitors, cell-based, luminescence, uHTS, HEK293 (AID 1566); inhibition, % at 4 µM; hits with a dose series show EC50 in µM; actives 0.63% (n = 290,000); HEK293 NOD2/NF-kB luciferase reporter, luminescence; higher % means a stronger effect; also: many of its hits are not listed in these tables
Yfh1-off respiration – mitochondrial function rescue without frataxin homolog – Friedreich's ataxia, plus single-dose screen, dose response (AID 1465). S. cerevisiae Yfh1-off respiration, WST-1 reduction, 72 h; higher fold induction means a stronger effect. one-dose fold induction at 50 µM; EC50 in µM for titrated hits. actives 0.074% (n = 220,000);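 active = fold induction of absorbance versus untreated yeast above a set limit, then at least 30% activation at any dose in follow-up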;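 also: activators that raise dye reduction in frataxin-depleted yeast; strong numbers were not always called active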
ER stress rescue – protection against thapsigargin-triggered cell killing – 384-well, CSM14.1, ATP luminescence, primary screen (AID 1222) | CSM14.1 thapsigargin-induced death rescue, ATP luminescence; higher % means a stronger effect | one-dose cellular ATP content (survival), % at 20 µM; EC50 in µM for titrated hits | 190,000 tested, under 10 active;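 active = EC50 below 50 µM in the dose-response confirmation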;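 also: death triggered by thapsigargin at about 15 µM added after 2 h compound pretreatment; cell ATP read after overnight thapsigargin exposure of roughly 18 to 22 hours; normalized against plate controls of thapsigargin alone and 5% DMSO vehicle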
TNAP activation fold – human TNAP enzyme activators, primary screen, biochemical, luminescent, no phosphate acceptor, uHTS (AID 1001) | purified TNAP, luminescent activation assay, no phosphate acceptor; higher activation fold means a stronger effect | activation fold at 20 µM; hits with a dose series show EC50 in µM | actives 0.03% (n = 200,000); in the data active = activation fold from about 3, or a potency from the dose series; inactive = the rest, 99 in 100 with activation fold below about 1.6; also: many of its hits are not listed in these tables
NOD1 inhibition – inhibition of NOD1-driven NF-kB reporter – cell-based, luminescence, uHTS, primary screen (AID 1578) | NOD1-driven NF-kB luciferase reporter cells, luminescence; higher % means a stronger effect | inhibition, % at 4 µM, or EC50 in µM where a hit was titrated | actives 1% (n = 290,000); in the data active = inhibition mostly above about 36%, no sharp cut-off; inactive = mostly below about 34%;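 also: HEK-293T reporter cells stimulated with the NOD1 agonist gamma-tri-DAP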
KOR beta-arrestin-1 – kappa opioid receptor activators – cell-based, luminescence, uHTS, primary screen (AID 1777) | KOR beta-arrestin recruitment, luminescence; higher % means a stronger effect | activation, % at 10 µM, or EC50 in µM where a hit was titrated | actives 0.02% (n = 280,000); in the data active = activation above about 50%, passing the limit was not always enough; also: a part of the inactive calls stands beside numbers as strong as those of hits
KOR beta-arrestin-2 – kappa opioid receptor blockers – cell-based, luminescence, uHTS (AID 1778) | actives 0.091% (n = 290,000) | KOR beta-arrestin recruitment, luminescence, antagonist mode; higher % means a stronger effect | inhibition, % at 10 µM; hits with a dose series show IC50 in µM; also: strong numbers were not always called active
GPR55 activation – GPR55 agonists via beta-arrestin recruitment, primary screen, imaging, U2OS cells, beta-arrestin-GFP redistribution (AID 1961). activation, % at 10 µM, or EC50 in µM where a hit was titrated. U2OS GPR55 beta-arrestin-GFP redistribution imaging; higher % means a stronger effect. actives 0.048% (n = 290,000);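 active = activation above 40% with more than 50 cells counted in the well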;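 also: U2OS osteosarcoma cells stably expressing GPR55 and beta-arrestin-GFP; plate controls were DMSO negative control for no effect and LPI positive control for full effect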
NTR1 ag cell count 20 µM – further read-out of NTR1 ag, marked with its call; cell count; measured here: cell count, cytotoxicity flag
The depositor's hits bear a star; i = inactive; x = no result given; [ ] = remark or other dose. Rule as the data show it, unless noted: active = inhibition above about 50%; inactive = the rest. The list is partial, so the mix of outcomes need not match the whole.

cpd	compound	NTR1 ag	NTR1 ag cell count 20 µM	NOD2 inhibition	Yfh1-off respiration	ER stress rescue
1	CC12CC3(C)CC(C)(C1)CC(C(=O)Nc1nn[nH]n1)(C2)C3	2.6	50	11%	i	0.1%
2	Cc1ccc(-c2cnc3ccccc3n2)cc1C	2.8	88	-174%	x	x
3	CCCCCC(=O)N/N=C(\C)c1ccccn1	0.3	63	1%	i	-1.9%
4	COC(=O)[C@H](CCSC)NC(=O)Nc1ccc(C(C)=O)cc1	-0.3	47	-9%	i	-0.9%
5	CCC1CCCCN1CCCNC(=O)Cn1nc(C)n2nc(-c3ccccc3)cc2c1=O (configuration not stated)	1.0	62	2%	x	x
6	N#C/C(=C\C=C\c1ccccc1)C(=O)NCc1ccco1	0.6	63	-36%	i	2.8%
7	S=C(NCc1ccco1)N1CCN(c2ccccn2)CC1	2.8	31	-4%	i	-0.6%
8	S=C(NC1CCCCC1)N1CCN(Cc2ccccc2)CC1	-1.1	33	9%	i	-1.5%
9	CCOc1ccc(C(C(=O)NCC2CCCO2)N(C(=O)c2snc(C(N)=O)c2N)c2ccccc2F)cc1 (configuration not stated)	6.7	61	20%	x	x
10	Cc1cc(=O)oc(C)c1C(=O)NCc1ccc(F)cc1	1.3	56	-4%	i	-1.9%

cpd	TNAP activation fold	NOD1 inhibition	KOR beta-arrestin-1	KOR beta-arrestin-2	GPR55 activation
1	1	-1%	-2.6%	-1%	-0.1%
2	x	-5%	-1.1%	-16%	0.2%
3	1.1	17%	-2.6%	10%	-0.3%
4	1.1	-11%	5.2%	-23%	0.1%
5	x	-16%	-2.9%	-19%	0.2%
6	1.1	19%	-7.6%	-22%[20 µM]	0.0%
7	1.1	-51%	-5.0%	-12%	0.4%
8	1.1	-23%	4.7%	0%	0.5%
9	x	0%	-3.7%	21%	-0.2%
10	1.1	-24%	-1.9%	-34%	0.2%

Given with values under each structure: entries from further up.
Values run as follows: NTR1 ag | NTR1 ag cell count 20 µM | NOD2 inhibition | Yfh1-off respiration | ER stress rescue | TNAP activation fold | NOD1 inhibition | KOR beta-arrestin-1 | KOR beta-arrestin-2 | GPR55 activation
2) Cc1ccc(-c2cnc3ccccc3n2)cc1C
  2.8 | 88 | -174% | x | x | x | -5% | -1.1% | -16% | 0.2%
3) CCCCCC(=O)N/N=C(\C)c1ccccn1
  0.3 | 63 | 1% | i | -1.9% | 1.1 | 17% | -2.6% | 10% | -0.3%
4) COC(=O)[C@H](CCSC)NC(=O)Nc1ccc(C(C)=O)cc1
  -0.3 | 47 | -9% | i | -0.9% | 1.1 | -11% | 5.2% | -23% | 0.1%
5) CCC1CCCCN1CCCNC(=O)Cn1nc(C)n2nc(-c3ccccc3)cc2c1=O (configuration not stated)
  1.0 | 62 | 2% | x | x | x | -16% | -2.9% | -19% | 0.2%
6) N#C/C(=C\C=C\c1ccccc1)C(=O)NCc1ccco1
  0.6 | 63 | -36% | i | 2.8% | 1.1 | 19% | -7.6% | -22%[20 µM] | 0.0%
7) S=C(NCc1ccco1)N1CCN(c2ccccn2)CC1
  2.8 | 31 | -4% | i | -0.6% | 1.1 | -51% | -5.0% | -12% | 0.4%
8) S=C(NC1CCCCC1)N1CCN(Cc2ccccc2)CC1
  -1.1 | 33 | 9% | i | -1.5% | 1.1 | -23% | 4.7% | 0% | 0.5%

Next results
cpd	compound	NTR1 ag	NTR1 ag cell count 20 µM	NOD2 inhibition	Yfh1-off respiration	ER stress rescue
11	COc1ccc(C2c3ccc(O)cc3Oc3ncn4nc(-c5ccco5)nc4c32)cc1OC (configuration not stated)	2.5	63	42%	i	x
12	O=C(Nc1cc(Cl)ccc1Cl)c1ccc(OC(=O)c2ccco2)cc1	3.4	77	20%	i	-1.0%
13	Cn1cc([N+](=O)[O-])c(C(=O)Nc2ccc(C3CCCCC3)cc2)n1	7.1	31	-85%	i	-4.4%
14	Cc1cc(NC(=O)CCC(=O)N(c2ccccc2)C(C(=O)NC2CCCC2)c2ccccc2F)no1 (configuration not stated)	0.1	51	-6%	x	x
15	O=C(NCCc1ccccn1)c1cccc(S(=O)(=O)N2CCCCCC2)c1	0.7	44	-11%	i	-1.2%
16	CCOC(=O)C(CC)(CCC(=O)OC)c1csc(Nc2ccccc2O)n1 (configuration not stated)	0.0	61	8%	i	x
17	CCOC(=O)Cc1csc(NC(=O)/C=C/c2ccc(Cl)cc2)n1	1.0	52	-6%	i	x
18	Clc1ccc(COn2c(-c3ccc(Cl)cc3)nc3ccccc32)cc1	3.9	84	4%	i	-1.1%
19	CCCOc1ccc(/C=C/C(=O)Nc2ccc([N+](=O)[O-])cc2C)cc1	0.3	64	24%	i	-1.1%
20	CCOc1ccc(-n2c(Cc3cc(=O)[nH]c(=O)[nH]3)nnc2SCC(N)=O)cc1	1.7	94	-29%	i	-1.7%

cpd	TNAP activation fold	NOD1 inhibition	KOR beta-arrestin-1	KOR beta-arrestin-2	GPR55 activation
11	x	7%	x	-18%	-0.2%
12	1.2	18%	9.3%	14%	-0.1%
13	1	21%	-1.5%	-2%[20 µM]	0.1%
14	x	-26%	-2.2%	-10%	0.0%
15	1.1	-21%	8.4%	34%	-0.2%
16	x	-2%	-0.1%	3%	-0.1%
17	x	2%	3.4%	7%	-0.1%
18	1.1	-32%	-0.7%	11%	0.0%
19	1.1	1%	0.1%	-8%	-0.1%
20	1.1	10%	-6.9%	x	-0.1%

The list continues:
cpd	compound	NTR1 ag	NTR1 ag cell count 20 µM	NOD2 inhibition	Yfh1-off respiration	ER stress rescue
21	O=C(Cc1ccccc1)Nc1ccc(NC(=O)c2ccc(Br)cc2)cc1	-1.1	64	-15%	x	x
22	CCc1ccc2nc(N3C(=O)c4oc5ccccc5c(=O)c4C3c3ccc(OC)c(OC)c3)sc2c1 (configuration not stated)	1.5	48	8%	i	0.1%
23	COc1ccccc1NC(=O)C1CCCN(S(=O)(=O)c2ccc(-n3cnnn3)cc2)C1 (configuration not stated)	-0.9	48	0%	x	x
24	CCCNS(=O)(=O)/C=C/c1ccccc1	2.3	53	10%	i	3.3%
25	Cc1cc(=O)[nH]c(=S)n1-c1ccccc1	0.7	39	18%	i	x
26	O=Cc1cccn1-c1sc2c(c1C(=O)O)CCCC2	-3.2	34	-5%	i	-0.2%
27	CCCCCc1ccc(CC(=O)O)cc1	1.0	53	1%	x	-1.4%
28	Cc1cc(C)cc(OCC(=O)OCC(=O)c2cc(C)n(C3CC3)c2C)c1	1.3	49	13%	x	x
29	O=C(NNC(=O)c1cccc2ccccc12)c1ccc2c(c1)OCO2	-1.1	58	-5%	i	x
30	O=C(Nc1cccc(Cl)c1)c1ccccc1NC(=O)C1CCCCC1C(=O)O (configuration not stated)	3.7	52	-3%	x	x

cpd	TNAP activation fold	NOD1 inhibition	KOR beta-arrestin-1	KOR beta-arrestin-2	GPR55 activation
21	x	-34%	-7.3%	29%[20 µM]	-0.1%
22	1.1	-24%	-1.2%	28%	-0.4%
23	x	48%	4.4%	-11%	-0.1%
24	1	-21%	-0.3%	1%	-0.2%
25	1.1	-3%	-5.3%	7%	-0.2%
26	1	-31%	6.5%	-12%	-0.3%
27	1	19%	-4.0%	18%	0.0%
28	x	-25%	0.4%	-27%	-0.1%
29	x	0%	3.2%	26%	0.3%
30	x	-42%	-2.2%	7%[20 µM]	0.3%

Following part
cpd	compound	NTR1 ag	NTR1 ag cell count 20 µM	NOD2 inhibition	Yfh1-off respiration	ER stress rescue
31	Cc1cc(Oc2ccc(N)cn2)cc(C)c1Cl	-0.7	58	2%	i	x
32	Cn1c(CNC(=O)Cc2ccc3c(c2)OCO3)nnc1SCc1ccccc1	-2.1	63	0%	i	3.1%
33	O=C(O)c1cc(-c2ccc3ccccc3n2)nc2ccccc12	1.6	89	-76%	x	x
34	Cc1cc(C)c(S(=O)(=O)Nc2ccc(O)c(Sc3ncn[nH]3)c2)cc1C	4.9	27	22%	x	x
35	ONC(=Nc1ccc(Cl)cc1)c1ccc(Cl)cc1	-0.4	89	-13%	i	-0.5%
36	O=C(OCC(=O)N1CCc2ccccc2C1)c1cccc([N+](=O)[O-])c1	-0.4	88	0%	i	-0.2%
37	Cc1ccc(S(=O)(=O)N(C)C)cc1NC(=O)c1c(-c2c(F)cccc2Cl)noc1C	0.0	42	6%	i	x
38	CC(=O)Nc1ccc(Nc2nnc(-c3ccc(C)c(S(=O)(=O)NCCO)c3)c3ccccc23)cc1	0.1	61	8%	x	x
39	CCOc1ccc(CN(C)C(=O)CCN2C(=O)c3ccccc3C2=O)cc1OC	0.7	49	-2%	x	x
40	Cc1cccc(N(CC(=O)NC(C)C)C(=O)c2ccc(N3CCCC3)nc2)c1	-0.4	46	-6%	i	-0.3%

cpd	TNAP activation fold	NOD1 inhibition	KOR beta-arrestin-1	KOR beta-arrestin-2	GPR55 activation
31	x	-13%	4.1%	11%	-0.1%
32	1.1	5%	2.1%	7%	-0.2%
33	x	-12%	-1.9%	-11%	-0.1%
34	x	3%	-3.4%	-9%[20 µM]	0.4%
35	1.2	-29%	-4.1%	-10%	0.4%
36	1.1	-21%	-2.6%	31%	0.3%
37	x	-5%	0.3%	13%	0.0%
38	x	-6%	-4.8%	13%	-0.2%
39	x	-7%	0.9%	-34%	-0.3%
40	1.1	-19%	7.7%	-5%	0.1%

(list continues)
cpd	compound	NTR1 ag	NTR1 ag cell count 20 µM	NOD2 inhibition	Yfh1-off respiration	ER stress rescue
41	CC(=O)Nc1ccc(OCCOc2ccc(/C=C3\C(=N)N4N=C(C(C)C)SC4=NC3=O)cc2)cc1	0.7	101	4%	x	x
42	O=C(CCCC(=O)N(CC(=O)NC1CCCCC1)Cc1ccccc1)Nc1ccccn1	18	91	5%	i	2.4%
43	Cc1c(Cl)cccc1NC(=O)Cn1nnc(C(=O)NCc2cccs2)c1N	1.2	84	15%	i	-1.6%
44	COc1cc(/C=N/NC(=O)COc2ccc(-n3cnnn3)cc2)ccc1OCC(N)=O	0.8	41	-4%	i	x
45	COc1ccc(N2CCN(C(=O)CCCn3c(=S)[nH]c4cc5c(cc4c3=O)OCO5)CC2)cc1	0.8	69	18%	i	-0.5%
46	O=C(Nc1ccc(Cl)cc1)C1CCCN1C(=O)NCc1ccccc1 (configuration not stated)	-1.7	50	9%	x	x
47	CSc1ccccc1NC(=O)c1c(C)noc1C	0.2	81	-21%	i	x
48	COCCN1CC(CNC(=O)c2cc(COc3ccccc3SC)on2)CC1=O (configuration not stated)	0.4	54	13%	x	x

cpd	TNAP activation fold	NOD1 inhibition	KOR beta-arrestin-1	KOR beta-arrestin-2	GPR55 activation
41	x	-6%	-0.3%	-6%	-0.1%
42	1.1	13%	x	-25%	-0.1%
43	1.1	-41%	-1.6%	-25%	-0.5%
44	x	-3%	1.3%	11%	0.3%
45	1.1	-33%	0.4%	3%	0.0%
46	x	9%	2.8%	-30%	0.2%
47	1.1	-24%	1.0%	12%	-0.1%
48	x	-26%	-6.3%	23%	-0.1%
